Assay outcomes (PubChem)
ADAM10 inh: human ADAM10 inhibitors, primary screen, biochemical, QFRET, HTS; Disintegrin and metalloproteinase domain-containing protein 10 (Homo sapiens), O14672; recombinant ADAM10, EDANS/DABCYL FRET peptide cleavage, 3 h; inhibition, % at 7 µM; hit rate 0.62% among 370,000; AID 720582, 2013;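 active = inhibition above a per-campaign cutoff equal to the mean of compounds falling between control-based bounds plus 3 SD, cut at about 20% in these data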;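 also: 0% = DMSO wells while the 100% control is not disclosed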
ASAP1 inh: inhibitors of human ASAP1 ArfGAP activity, primary screen, biochemical, fluorescence polarization; ASAP1-stimulated ARF1 GTP hydrolysis, GDP FP detection; hit rate 0.19% among 360,000; inhibition, % at 16.5 µM; Arf-GAP with SH3 domain, ANK repeat and PH domain-containing protein 1 (Homo sapiens), …; AID 624377, 2012; in the data active = inhibition above about 25%;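 also: 0% = vehicle with enzyme and substrate and 100% = no enzyme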
DDE Tn6 FP inh: inhibitors of Tn6 peptide binding to fibrin DD(E), primary screen, biochemical, fluorescence polarization, human fibrin, Tn6 probe; Fibrin DD(E) TRITC-Tn6 fluorescence polarization displacement; inhibition, % at 8.3 µM; hit rate 0.21% among 370,000; AID 720509, 2013; Fibrinogen beta chain (Homo sapiens), P02675;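 active = inhibition above a per-campaign cutoff: mean of compounds within control limits plus 3 SD, cut at about 15% in these data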;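 also: 0% = median of all compound wells on the plate and 100% = blocking peptide control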
proKLK7 act: proKLK7 zymogen activators, primary screen, biochemical, fluorescence intensity; purified proKLK7, EDANS-DABCYL substrate fluorescence; 100% is mature enzyme control, 0% vehicle; hit rate 0.9% among 370,000; Kallikrein-7 (Homo sapiens), P49862; AID 652039, 2013; activation, % at 7 µM;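 active = activation above the mean of all tested compounds plus 3 SD, computed per campaign excluding outliers beyond control limits, cut at about 13% in these data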
Target sequence (P49862 whole entry, looked up): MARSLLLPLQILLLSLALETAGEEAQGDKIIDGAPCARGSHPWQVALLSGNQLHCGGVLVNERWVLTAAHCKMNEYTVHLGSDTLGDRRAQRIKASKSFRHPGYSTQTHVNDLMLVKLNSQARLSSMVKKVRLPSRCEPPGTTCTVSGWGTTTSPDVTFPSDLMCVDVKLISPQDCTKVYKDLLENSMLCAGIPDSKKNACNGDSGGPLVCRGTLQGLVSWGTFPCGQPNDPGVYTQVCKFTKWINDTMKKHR
FXN GAA850 act: FXN promoter activators, primary screen, cell-based, luciferase luminescence, HEK293 lucGAA850 | HEK293 lucGAA850 FXN promoter luciferase reporter, 24 h; percent of 10 µM SAHA response | activation, % at 6 µM | hit rate 0.56% among 360,000;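 active = activation above the average of all compounds screened plus 3 SD, cutoff fixed separately per campaign, cut at about 7.5% in these data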;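 also: 0% = DMSO wells and 100% = 10 µM SAHA wells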
GC-B act: human GC-B receptor activators, primary screen, HEK293 GC-B cells, cGMP TR-FRET, EC30 CNP. Atrial natriuretic peptide receptor 2 (Homo sapiens), P20594. 0% at EC30 CNP, 100% saturating CNP. activation, % at 10 µM. hit rate 0.11% among 370,000;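 active = activation at 10 µM reaching about 35% in either raw or pattern-adjusted values, limit read from the data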
ARFGAP1 inhibitor: inhibitors of rat ARFGAP1 GAP activity, primary screen, biochemical, fluorescence polarization, GDP tracer | ADP-ribosylation factor GTPase-activating protein 1 (Rattus norvegicus), Q62848 | Arfgap1-stimulated ARF1 GTP hydrolysis, GDP FP detection | inhibition, % at 16.5 µM | hit rate 0.26% among 360,000 | AID 651572, 2012;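 active = inhibition above a per-plate limit, mean inhibition of low control wells plus 3 SD, cut at about 25% in these data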;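 also: 0% = DMSO wells with enzyme and 100% = wells lacking Arfgap1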
Target sequence (Q62848 1-136 limits assumed): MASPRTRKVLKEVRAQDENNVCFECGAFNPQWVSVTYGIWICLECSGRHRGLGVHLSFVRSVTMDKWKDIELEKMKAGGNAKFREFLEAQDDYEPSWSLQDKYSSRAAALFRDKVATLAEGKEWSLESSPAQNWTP
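Assay system: Rat Arfgap1 GAP domain (His6, aa 1-136), purified enzyme | Buffer or medium: HEPES 25 mM pH 7.5, NaCl 150 mM, MgCl2, DTT | Schedule: GTP hydrolysis reaction 2 h at 25 °C | Signal: FP of antibody-bound GDP Alexa 633 tracer, ex 620/em 688 nm | Measure: Percent inhibition of Arfgap1-stimulated GTP hydrolysis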
rCAG RNA binder: binders of r(CAG) RNA repeats, primary screen, biochemical, fluorescence; r(CAG) RNA repeat, TO-PRO-1 dye displacement fluorescence; inhibition, % at 3 µM; hit rate 1.3% among 370,000;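 active = inhibition above the plate cutoff, the mean of all test compounds on that plate plus 3 SD, cut at about 35% in these data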;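 also: 0% = DMSO alone and 100% = 100 µM mitoxantrone as full dye displacement; higher means more dye released from RNA so lower well fluorescence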
GC-A act: GC-A stimulated cGMP production enhancers – HEK293 GC-A cells, cGMP TR-FRET, EC30 ANP, primary screen; Atrial natriuretic peptide receptor 1 (Homo sapiens), P16066; 0% at EC30 ANP, 100% saturating ANP; activation, % at 10 µM; hit rate 0.14% among 370,000; AID 1671463, 2021; in the data active = activation above about 40%
HGIII-sPLA2 inh: human group III sPLA2 inhibitors, primary screen, biochemical, QFRET, BODIPY PC-A2 liposome substrate. QFRET BODIPY PC-A2 liposome hydrolysis, fluorescence. AID 743126, 2013. inhibition, % at 12.2 µM. hit rate 0.56% among 370,000. Group 3 secretory phospholipase A2 (Homo sapiens), Q9NZ20;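 active = inhibition above mean plus 3 SD of compounds lying within the high and low control bounds, cut at about 19% in these data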;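 also: 0% = median of test compound wells and 100% = no enzyme DMSO wells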
Target sequence (Q9NZ20 whole entry, looked up): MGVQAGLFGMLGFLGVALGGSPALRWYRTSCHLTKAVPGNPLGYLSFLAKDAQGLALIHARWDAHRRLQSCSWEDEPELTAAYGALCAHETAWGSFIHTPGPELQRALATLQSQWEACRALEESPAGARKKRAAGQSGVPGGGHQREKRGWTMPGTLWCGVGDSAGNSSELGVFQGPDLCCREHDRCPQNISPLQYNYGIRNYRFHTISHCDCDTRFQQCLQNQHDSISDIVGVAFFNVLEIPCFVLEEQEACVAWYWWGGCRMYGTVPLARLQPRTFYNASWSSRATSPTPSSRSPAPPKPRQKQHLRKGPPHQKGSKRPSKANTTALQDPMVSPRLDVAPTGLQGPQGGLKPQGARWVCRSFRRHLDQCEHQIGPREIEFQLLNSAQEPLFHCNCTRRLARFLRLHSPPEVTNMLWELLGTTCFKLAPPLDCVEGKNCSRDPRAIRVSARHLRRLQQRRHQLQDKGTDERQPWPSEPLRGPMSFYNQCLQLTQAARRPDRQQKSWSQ
The depositor's hits bear a star; i = inactive; / = no result given.

SMILES | ADAM10 inh | ASAP1 inh | DDE Tn6 FP inh | proKLK7 act | FXN GAA850 act | GC-B act | ARFGAP1 inhibitor | rCAG RNA binder | GC-A act | HGIII-sPLA2 inh
COc1ccc(/C=C/C(=O)OCC(=O)NC2CCCC2)c(OC)c1 | -9 | -3 | 2 | 0.1 | 1.0 | -2 | -16 | -2 | 0 | -4
CC(c1nc2ccccc2c(=O)[nH]1)N1CCN(C)CC1 (stereo not drawn) | -4 | 11 | 0 | 0.4 | -1.1 | 0 | 12 | 3 | 4 | 7
Cc1ccc(C(=O)C[n+]2ccccc2)cc1 | -2 | -5 | 1 | 0.5 | 0.4 | 1 | 13 | 0 | 2 | 1
Nc1c([N+](=O)[O-])c(=O)sc2ccccc12 | 10 | -2 | 1 | 0.1 | 2.8 | -1 | -6 | 0 | 3 | 2
O=C(Cn1nc(C(=O)O)c2ccccc2c1=O)Nc1cc(Cl)ccc1-n1cncn1 | -5 | 3 | 4 | 0.4 | -0.1 | 3 | 12 | 0 | -3 | 15
CCCCNC(=O)C1CCCN(S(=O)(=O)c2ccc(-n3cnnn3)cc2)C1 (stereo not drawn) | 6 | -10 | 1 | -0.1 | -0.5 | -2 | -7 | -7 | 3 | 6
O=C(CSc1nnc(CNC(=O)c2ccccc2)o1)NCc1ccc2c(c1)OCO2 | -11 | -9 | -7 | 0.0 | 1.2 | 1 | -7 | -3 | 2 | 9
Cc1cc(C(F)(F)F)c(C#N)c(SCC(=O)Nc2nc3cc(Br)ccc3s2)n1 | -6 | 0 | 9 | -1.4 | -3.3 | -3 | -2 | 5 | 2 | -2
CCCCN(C)CCCNC(=O)CCn1nc(-c2ccccc2)ccc1=O | -3 | -14 | 16* | -0.5 | -0.2 | 0 | 0 | -6 | -2 | 1
CCn1c(SCC(N)=O)nnc1-c1ccc2[nH]c(C)c(C)c2c1 | -13 | -7 | 5 | -1.0 | -1.1 | -10 | -3 | 0 | -13 | 3
O=S1(=O)N[C@H](Cc2ccccc2)COc2cccc(N3CCSCC3)c21 | 1 | -13 | 0 | 0.1 | / | 4 | -5 | 1 | 0 | 8
CC(C)CC(=O)Nc1nnc(SCC(=O)Nc2ccc(F)cc2)s1 | -3 | -1 | 2 | -0.7 | 0.0 | 3 | -10 | -3 | -1 | 3
COC(=O)N[C@H](C(=O)N[C@@H](Cc1ccccc1)[C@@H](O)CN(Cc1ccc(-c2ccccn2)cc1)NC(=O)[C@@H](NC(=O)OC)C(C)(C)C)C(C)(C)C | 6 | / | -3 | -0.5 | / | -5 | / | 3 | 3 | 12
CCc1nc2c(OCc3ccccc3C(=O)OC)cccn2c1N(C)C(=O)CC(C)C | 1 | 0 | 3 | 1.0 | -2.2 | 5 | -9 | 1 | -1 | -2
CCOC(=O)C1(CCOc2ccccc2)CCN(Cc2cccc(OC)c2)CC1 | -1 | -6 | 5 | 0.6 | -1.7 | -4 | 4 | -11 | -5 | -10
COc1ccc(C(=O)Nc2ccc(S(=O)(=O)NC(C)=O)cc2)cc1[N+](=O)[O-] | -6 | 5 | 0 | 0.3 | -0.1 | 0 | -1 | 7 | -2 | -4
O=C(NC(=S)Nc1cc(C(F)(F)F)ccc1N1CCOCC1)c1ccc(-c2cccc(Cl)c2)o1 | -10 | -11 | 2 | 0.0 | 1.7 | 4 | 0 | -1 | 4 | 1
COc1ccc(Cc2nnc(NC(=O)c3ccccc3Cl)s2)cc1OC | -3 | 2 | 1 | 0.2 | 2.6 | 11 | 0 | -3 | -2 | 11
O=C(C1=COCCO1)N1CCN(c2nc3ccc([N+](=O)[O-])cc3s2)CC1 | -3 | 28* | 6 | 0.4 | 1.3 | 1 | 10 | -1 | 5 | 5
COC(=O)C1CN(Cc2cn(CCC3OCCO3)nn2)CCS(=O)(=O)N1Cc1ccc(OC)cc1 (stereo not drawn) | 3 | / | 1 | -0.6 | / | 6 | / | -1 | 2 | 7
Cc1nc(CN(C)C(=O)c2cc(COc3c(F)cccc3F)on2)cs1 | -5 | -2 | 2 | 0.8 | -0.6 | 6 | 2 | -4 | 1 | -3
OC(c1cccc(Cl)c1)c1nc(-c2csc3ccccc23)cs1 (stereo not drawn) | 7 | 6 | -3 | -0.5 | 1.9 | -4 | 25* | 5 | -3 | -4
CC(=O)Nc1ccc(NC(=O)CNC(=O)COc2ccccc2)cc1 | 4 | 2 | -2 | 0.4 | 0.7 | 5 | -2 | -2 | 3 | 2
COc1ccccc1NC(=O)N1CCn2c(nc3ccccc32)C1 | 5 | -14 | -3 | -0.5 | 0.5 | 1 | -4 | 2 | -2 | 6
CCOP(=O)(/C(C#N)=C(/O)c1ccccc1)c1ccccc1 (stereo not drawn) | -4 | 7 | -9 | -0.3 | -0.5 | 5 | -6 | 1 | 0 | 3
COC(=O)C1=C(C)N(Cc2ccccc2C(F)(F)F)C(=NCc2ccc3c(c2)OCO3)NC1c1ccc(F)cc1 (stereo not drawn) | 5 | -3 | -4 | 0.4 | / | -14 | 6 | 4 | -16 | -8
COC(=O)C(c1ccccc1)C(CC(=O)c1ccccc1)c1ccccc1 (stereo not drawn) | -7 | 8 | -3 | -0.1 | -0.4 | -7 | 9 | 3 | -9 | 3
COC(=O)c1[nH]c2cc(OC)ccc2c1NC(=O)CCN1CCCC(C)(C)C1 | -8 | 9 | 10 | 0.6 | 0.4 | -4 | 3 | -1 | -3 | -3
O=S(=O)(c1cc(F)ccc1F)N1CCC2(CC1)OCCN2S(=O)(=O)c1cccs1 | 3 | 6 | 4 | 0.4 | 3.0 | -3 | 0 | 1 | -1 | -2
O=C(CSc1nc2ccccc2c(=O)n1CC1CCCO1)Nc1ccc(F)cc1 (stereo not drawn) | -6 | -7 | 8 | 0.0 | -1.4 | 1 | 10 | 1 | 2 | 0

Look-ups from above:
Result for O=S(=O)(c1cc(F)ccc1F)N1CCC2(CC1)OCCN2S(=O)(=O)c1cccs1 under DDE Tn6 FP inh: 4
Result for O=C(CSc1nc2ccccc2c(=O)n1CC1CCCO1)Nc1ccc(F)cc1 (stereo not drawn) under rCAG RNA binder: 1
Result for COC(=O)c1[nH]c2cc(OC)ccc2c1NC(=O)CCN1CCCC(C)(C)C1 under proKLK7 act: 0.6

Later entries.
SMILES | ADAM10 inh | ASAP1 inh | DDE Tn6 FP inh | proKLK7 act | FXN GAA850 act | GC-B act | ARFGAP1 inhibitor | rCAG RNA binder | GC-A act | HGIII-sPLA2 inh
CCCCCCCCCCOC(=O)NC1CCS(=O)(=O)C1 (stereo not drawn) | -1 | 6 | -3 | 0.0 | -0.3 | -2 | -8 | -9 | -3 | -2
COC(=O)NCCOc1nc(N(C)C)nc(N(C)C)n1 | -1 | 7 | 6 | -0.2 | -0.6 | 5 | 1 | -3 | 2 | -5
CCOCCCNC(=O)CSc1nnc(-c2ccc(S(=O)(=O)N3CCCC3)cc2)n1C | 0 | -11 | 0 | -0.3 | 1.0 | -2 | 11 | -4 | -8 | 2
Nc1ccc(C(=O)OCC(=O)c2cccc([N+](=O)[O-])c2)cc1 | -19 | 4 | -7 | 2.7 | 2.4 | 0 | -4 | 4 | 1 | -4
O=C1C2CCCN2C(=O)N1CCCCN1CCN(c2cccc(Cl)c2)CC1 (stereo not drawn) | -1 | -6 | -4 | 0.3 | -0.6 | -1 | -4 | -5 | 2 | -1
NC(=O)C1CCN(c2nc(-c3ccc(F)cc3)cs2)CC1 | -3 | 15 | 2 | -0.7 | 0.8 | -1 | -6 | -3 | 1 | 6
Cc1ccc(CC(=O)NCc2ccc3c(c2)OCO3)cc1 | -4 | 0 | -4 | 0.4 | -0.8 | 4 | 6 | 3 | 1 | 4
CN1CCC(=O)N([C@H](CSc2ccccc2)c2ccccc2)CC1 | -4 | 7 | -2 | 0.0 | 2.7 | -13 | -7 | -8 | -4 | 0
O=C1C=CC(=O)N1c1cccc2cccnc12 | -19 | 25* | 0 | 1.0 | -2.0 | -2 | 3 | 8 | 0 | 5
COc1ccc2[nH]c(C)c(-c3csc(N)n3)c2c1 | -1 | 3 | 4 | -0.7 | 1.9 | 7 | 5 | 37* | -1 | 11
CCn1c(Cc2ccccc2)nnc1SCC(=O)Nc1ccccc1O | -14 | -3 | -1 | 0.1 | 3.7 | 1 | -4 | -5 | -3 | -22
COc1ccc(C(c2nnnn2CCc2ccccc2)N2CCN(C3CCCC3)CC2)cc1 (stereo not drawn) | -2 | 0 | 2 | 1.1 | -3.0 | -2 | -11 | -8 | -5 | -12
Cc1ccc(S(=O)(=O)CCC(=O)OCC(=O)N2CC(=O)Nc3ccccc32)cc1 | 7 | -10 | -1 | -0.7 | -2.5 | 0 | 1 | -2 | -4 | -3
CCCn1c(/N=C/c2cc(OC)ccc2O)nc2ccccc21 | -9 | 3 | -1 | 0.4 | -0.8 | 3 | -10 | 3 | 0 | -2
COc1ccc(CN2C(=O)C(CC(=O)NC3CCCCC3)CC(C(=O)N(C(C)C)C(C)C)=C2C)cc1 (stereo not drawn) | 1 | 3 | 3 | 0.5 | -3.4 | -1 | 0 | 0 | 3 | -1
Nc1c(-c2ccccc2)cnn1-c1cccc(C(F)(F)F)c1 | 4 | 14 | 2 | -0.4 | 5.0 | -3 | -2 | 0 | 0 | 1
CCOCCCNC(=O)c1cn(C)c2ccc(S(=O)(=O)N3CCCCC3)cc2c1=O | 0 | 15 | -1 | -0.1 | -0.1 | -1 | -8 | -1 | -4 | 2
O=c1c([N+](=O)[O-])cccn1Cc1cccc(Br)c1 | 0 | 0 | -7 | -1.1 | 0.2 | -1 | -4 | 1 | -3 | 13
COc1ccc(-c2nnc(SCC(=O)NCCc3ccccc3)o2)cc1 | 10 | -21 | -3 | -0.3 | -2.2 | 1 | -19 | -2 | -3 | -4
CCCCOc1ccccc1NC(=O)Cn1c(-c2nonc2N)nc2ccccc21 | 6 | 0 | 4 | -0.1 | 1.5 | 1 | 11 | 0 | -7 | 3
CC(=O)C1=C(c2cccc([N+](=O)[O-])c2)N(C(C)=O)n2c(C)nnc2S1 | -4 | 1 | -2 | -0.2 | -4.6 | 4 | -8 | 0 | 0 | 10
Cc1nnc(NC(=O)c2sc3nc(-c4cccs4)cc(C(F)(F)F)c3c2N)s1 | i | -5 | 0 | 3.1 | -5.2 | -6 | -13 | 42* | 5 | -11
